Screening results: PubChem BioAssay, Sanford-Burnham Center for Chemical Genomics
Hsp70 displacement – small molecules displacing fluorescent ligand from Hsp70 – biochemical, fluorescence polarization, primary screen (AID 583); Hsp70 fluorescence polarization probe displacement, mP; higher % means a stronger effect; one-dose displacement, % at 20 µM; IC50 in µM for titrated hits; 140,000 tested, 0.06% active; in the data active = displacement above about 50%;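 note: plate controls were vehicle for no effect and reference ligand for full effect; a part of the inactive calls stands beside numbers as strong as those of hits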
MKP-3 inhibition – MKP-3 phosphatase inhibitors, primary screen, biochemical, rat enzyme, in vitro (AID 425) | recombinant MKP-3 phosphatase activity, fluorescence; higher % means a stronger effect | inhibition, % at 20 µM, or IC50 in µM where a hit was titrated | 110,000 tested, 0.17% active; in the data active = inhibition above about 50%;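 note: plate controls were vehicle for no effect and reference inhibitor for full effect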
Numbers without * were called inactive; . = not tested or not shown; & = joins results of further samples. A portion of the library. The share of hits here may be higher or lower than overall.

Hsp70 displacement	MKP-3 inhibition	Structure
3.8%	0%	CC(=O)OCC12CC=C(C)C(C1)C(c1ccccc1OC(C)=O)OC2 (stereo not given)
-4.6%	-2%	COc1ccc(Cl)cc1C(=O)Nc1cccc2nsnc12
3.5%	12%	COc1ccc(-c2cc(C(=O)Nc3cnn(Cc4ccccc4C)c3)no2)cc1OC
0.9%	2%	CCOC(=O)c1[nH]cnc1C(=O)N1CCCCC1
-1.3%	.	O=C(/C=C/c1ccccc1)N1CCN(C(=O)c2ccco2)CC1
0.2%	.	O=C(NNC(=O)[C@@H]1CCCC[C@@H]1C(=O)O)c1cccs1
-5.1%	-3%	N#C/C(=C1/CCCCCN1)c1nc2ccccc2s1
1.8%	3%	O=C(Nc1cccnc1)c1cccc2c(Br)cccc12
0.2%	4%	O=C(Nc1sc2c(c1C(=O)Nc1cccc3ccccc13)CCC2)c1ccccc1Br
0.0%	2%	CN1CCN(C(=O)c2cccc3ccccc23)CC1
0.1%	4%	O=C1/C(=C/c2ccc(O)c([N+](=O)[O-])c2)SC(=S)N1c1ccc(Br)cc1
2.3%	0%	O=S(=O)(NCc1ccccn1)c1ccc(Br)cc1Br
1.1%	2%	O=C1c2ccccc2NC(c2ccccc2O)N1Cc1ccco1 (stereo not given)
3.0%	-5%	COc1ccc(-c2cc(C(=O)OCC(=O)N(C)C)c3ccccc3n2)cc1
-1.9%	-3%	O=C(Cn1cc2c(n1)CCCCC2)NCCN1CCOCC1
-6.2%	-6%	O=C(O)CC1SC(=Nc2cccc(O)c2)NC1=O (stereo not given)
-0.2%	-2%	CCCn1c(=O)[nH]c(=O)c2c1nc(-c1ccccc1OC(F)F)n2CCOC
28%	3%	O=C1c2ccccc2-c2nc3ncnn3c(-c3ccccc3Cl)c21
-1.4%	.	CCOc1ccc2c(C)c(C)c(=O)oc2c1OCC
-3.1%	6%	Cc1csc(Cn2c(CN(C)C)nc3ccccc3c2=O)n1
-3.5%	-16%	CS(=O)(=O)N(CC(=O)N1CCCCC1)c1sc2c(c1C#N)CCCC2
7.7%	3%	COCCN(C(=O)c1ccccc1)c1nnc(-c2cccnc2)s1
-2.1%	3%	Cc1ccc(C)c(NC(=O)c2ccccn2)c1
1.1%	-2%	Cc1ccc(S(=O)(=O)ON2C(=O)c3ccccc3C2=O)cc1
-2.3%	0%	O=c1c2ccccc2nnn1CSc1nnc2ccccn12
1.2%	-5%	COC(=O)c1cccc(NC(=O)c2nn(C(C)C)c(=O)c3ccccc23)c1
-3.9%	-2%	Cc1ccc(C2CC(C(F)(F)F)n3nc(C(=O)N4CCN(c5ccccc5)CC4)cc3N2)cc1 (stereo not given)
-1.9%	-3%	COc1ccccc1NS(=O)(=O)c1cccc2cccnc12
-1.5%	3%	COc1nc(-c2ccccc2)c2cc(Br)ccc2n1
2.3%	.	CCc1ccc(-n2c(CSc3nnnn3-c3ccccc3)nc3ccccc3c2=O)cc1
-0.3%	-6%	CC1(C(=O)O)CC(C)(C(=O)O)CC(C)(C(=O)O)C1 (stereo not given)
5.5%	-8%	COc1cccc(NC(=O)CSc2nc(N)cc(N)n2)c1
0.7%	-1%	CC(C)CN(CC(C)C)S(=O)(=O)N1CCC(C(=O)NCc2ccccn2)CC1
2.5%	-7%	Cc1ccccc1NC(=O)CCC(=O)OCCCC(F)(F)C(F)(F)F
6.4%	-3%	Cn1c(=NC(=O)C2CCN(S(=O)(=O)c3cccs3)CC2)sc2ccccc21
-1.1%	0%	COc1ccc(S(=O)(=O)N2CCN(c3ccc(F)cc3)CC2)cc1
-4.8%	1%	COc1ccc(CN2CCN(Cc3cc(OC)c(OC)c(OC)c3)CC2)cc1
-1.5%	-11%	CCOC(=O)C1CCCN(Cc2ccc(O)c(OC)c2)C1 (stereo not given)
1.2%	2%	O=C(Cn1cnc2c(nnn2Cc2ccc(F)cc2)c1=O)NC1CCCC1
1.9%	.	Cc1cc(NC(=O)COC(=O)c2cccc(OCc3ccccc3)c2)no1

Some values from above:
CC1(C(=O)O)CC(C)(C(=O)O)CC(C)(C(=O)O)C1 (stereo not given) in Hsp70 displacement shows -0.3%
O=C(Cn1cnc2c(nnn2Cc2ccc(F)cc2)c1=O)NC1CCCC1 in Hsp70 displacement shows 1.2%

Next part
Hsp70 displacement	MKP-3 inhibition	Structure
3.6%	6%	COc1ccc(CC(=O)Nc2sc3c(c2C(=O)Nc2ccccc2Cl)CCCC3)cc1
1.9%	-13%	O=C(CSc1ccccn1)Nc1ccc(Br)cn1
3.0%	1%	Cc1cc(OCC(=O)Nc2cccc([N+](=O)[O-])c2)cc(C)c1Cl
2.5%	0%	COc1ccc(S(=O)(=O)N(CC(N)=O)c2ccc(C)cc2)cc1OC
2.8%	.	COc1ccc(C(=O)CC2OC(=O)c3ccccc32)cc1OC (stereo not given)
-2.1%	.	COC(=O)[C@H](C)NC(=O)NC(C)CCc1ccccc1 (stereo not given in full)
-2.4%	0%	O=C(Nc1ccccc1C(=O)Nc1ccccc1Cl)c1ccccc1Cl
-2.9%	0%	Cc1cc(N)n2nc(-c3ccccc3)cc2n1
-5.6%	-18%	Cc1ccc(-n2nc(C)c3c2OC(N)=C(C#N)C3c2ccc(F)cc2)cc1 (stereo not given)
-3.6%	3%	CCOc1ccccc1NC(=O)c1ccc(CN2CCOCC2)cc1
-4.2%	0%	CCOc1cc(/C=N/NC(=O)C(=O)Nc2cccc(OC)c2)ccc1O
3.4%&-0.1%	-10%&0%	O=C(CSc1ncccn1)NCc1ccccc1
2.6%	2%	COc1cc(C(=O)Nc2cc(C)ccn2)cc(OC)c1OC
2.9%	-8%	CC1(C)CC(=O)C2=C(C1)Oc1ncn(CCCn3ccnc3)c(=N)c1C2c1ccccc1 (stereo not given)
7.1%	-4%	Cc1nn(-c2ccccc2)c2c1C(c1cccnc1)N1C=C(S(=O)(=O)N3CCCCC3)C=CC1=N2 (stereo not given)
1.0%	2%	O=C(COc1ccccc1)Nc1ccc(S(=O)(=O)N2CCCC2)cc1
5.3%	2%	Cc1c(Cl)cccc1NC(=O)C(=O)NCc1ccco1
3.3%	-5%	CC1CCC(NC(=O)C2c3ccccc3C(=O)N2CCCN2CCOCC2)CC1 (stereo not given)
-5.2%	2%	Cc1cc(OCC(=O)Nc2nc(-c3ccccc3)cs2)ccc1Cl
-0.4%	-20%	CCOC(=O)CS(=O)(=O)c1ccc2ccccc2c1
5.2%	0%	COc1cccc(C(=O)NCc2ccc3c(c2)OCO3)c1
2.4%	4%	O=C1c2cccc3cccc(c23)C(=O)N1/N=C/c1ccccc1[N+](=O)[O-]
-2.3%	-6%	CCCCNC(=O)c1cc2c(=O)n3cccc(C)c3nc2n1C
6.1%	.	CC(C)CN(/C=N/c1sc2c(c1C#N)CCCCC2)CC(C)C
5.2%	.	CCS(=O)CCSc1nc2ccccc2s1 (stereo not given)
4.4%	.	CNC(=O)c1sccc1S(=O)(=O)Cc1c(Cl)cccc1Cl
0.2%	6%	COC(=O)[C@@H](NC(=O)Nc1ccc2c(c1)OCCO2)C(C)C
3.8%	.	C=CCn1c(=N)c(C#N)cc2c(=O)n3ccccc3nc21
0.9%	-6%	CCCCCCn1c(SCCN2CCOCC2)nc2c1c(=O)[nH]c(=O)n2C
2.3%	3%	CC(=O)c1cccc(NC(=O)c2ccc3ccccc3c2)c1
1.1%	.	O=C(Nc1nc(-c2ccc(S(=O)(=O)N3CCCCCC3)cc2)cs1)c1ccccc1
-1.1%	1%	CCN1CCN(CC(=O)Nc2ccc(C)cc2C)C(=O)C1=O
-0.4%	.	CNC(=O)CSCc1cnn(-c2ccccc2)c1-n1cccc1
-3.2%	-4%	COc1ccc(CCNC(=O)CSc2nc(C)nc3c2oc2ccccc23)cc1OC
-5.6%	0%	CC(=O)C(Sc1ccc2nnc(-c3ccncc3)n2n1)C(C)=O
-0.7%	-4%	COc1ccc(NC(=O)Cn2cnc3c(cnn3-c3ccc(C)c(C)c3)c2=O)c(OC)c1
5.5%	-3%	CCCNC(=O)CCC(NS(=O)(=O)c1ccc(C)cc1)C(=O)NCCC (stereo not given)
-1.6%	1%	COc1ccccc1NC(=O)C1C2C3CCC(C3)C12 (stereo not given)
-1.7%	.	O=C(CN1C(=O)NC2(CCc3ccccc32)C1=O)c1ccc2c(c1)OCCO2 (stereo not given)
2.0%	.	CC(=O)Nc1ccc(S(=O)(=O)N2CCN(C(=O)c3cccnc3)CC2)cc1
-1.8%	.	CCOC(=O)C1CCN(C(=O)COc2ccc(Cl)cc2)CC1
-8.9%	.	COc1cccc(-n2nnc3c(=O)n(Cc4c(F)cccc4Cl)cnc32)c1
-3.4%	-10%	O=C(NC(Cc1c[nH]c2ccccc12)c1nnc2n1CCCCC2)c1cccs1 (stereo not given)
0.0%	3%	CC(C)c1ccc(/C=N/NC(=O)c2cc(-c3ccc(Cl)cc3)n[nH]2)cc1
3.1%	.	CC1CCCC(NC(=O)COC(=O)c2ccc(N(C)C)cc2)C1C (stereo not given)
-0.5%	-3%	CCOc1ccc(NC(=O)/C=C/c2cc(Br)cs2)cc1
1.3%	-20%	COc1cc(OC)c(-c2nnc(-c3ccc(OC)c(OC)c3OC)o2)cc1OC
2.3%	2%	CC1(C)C(c2ccco2)=[N+]([O-])C2(CCCCCC2=O)N1O (stereo not given)
-7.4%	2%	COc1ccc(CN2CCN(C(=O)C(c3ccccc3)c3ccccc3)CC2)c(OC)c1
-5.6%	.	CC(C)OP(=O)(OC(C)C)C(NC(=O)c1ccc(Br)cc1)c1ccccc1 (stereo not given)

Shown with values under each structure: entries from further up
Below each compound: Hsp70 displacement | MKP-3 inhibition
CCN1CCN(CC(=O)Nc2ccc(C)cc2C)C(=O)C1=O
    -1.1% | 1%
CNC(=O)CSCc1cnn(-c2ccccc2)c1-n1cccc1
    -0.4% | .
COc1ccc(CCNC(=O)CSc2nc(C)nc3c2oc2ccccc23)cc1OC
    -3.2% | -4%
CC(=O)C(Sc1ccc2nnc(-c3ccncc3)n2n1)C(C)=O
    -5.6% | 0%
COc1ccc(NC(=O)Cn2cnc3c(cnn3-c3ccc(C)c(C)c3)c2=O)c(OC)c1
    -0.7% | -4%
CCCNC(=O)CCC(NS(=O)(=O)c1ccc(C)cc1)C(=O)NCCC (stereo not given)
    5.5% | -3%
COc1ccccc1NC(=O)C1C2C3CCC(C3)C12 (stereo not given)
    -1.6% | 1%
O=C(CN1C(=O)NC2(CCc3ccccc32)C1=O)c1ccc2c(c1)OCCO2 (stereo not given)
    -1.7% | .
CC(=O)Nc1ccc(S(=O)(=O)N2CCN(C(=O)c3cccnc3)CC2)cc1
    2.0% | .
CCOC(=O)C1CCN(C(=O)COc2ccc(Cl)cc2)CC1
    -1.8% | .
COc1cccc(-n2nnc3c(=O)n(Cc4c(F)cccc4Cl)cnc32)c1
    -8.9% | .
O=C(NC(Cc1c[nH]c2ccccc12)c1nnc2n1CCCCC2)c1cccs1 (stereo not given)
    -3.4% | -10%
CC(C)c1ccc(/C=N/NC(=O)c2cc(-c3ccc(Cl)cc3)n[nH]2)cc1
    0.0% | 3%
CC1CCCC(NC(=O)COC(=O)c2ccc(N(C)C)cc2)C1C (stereo not given)
    3.1% | .
CCOc1ccc(NC(=O)/C=C/c2cc(Br)cs2)cc1
    -0.5% | -3%
COc1cc(OC)c(-c2nnc(-c3ccc(OC)c(OC)c3OC)o2)cc1OC
    1.3% | -20%
CC1(C)C(c2ccco2)=[N+]([O-])C2(CCCCCC2=O)N1O (stereo not given)
    2.3% | 2%

Following part.
Hsp70 displacement	MKP-3 inhibition	Structure
6.4%	-15%	CCn1cc(SCC(N)=O)c2ccccc21
1.7%	-2%	O=C(Nc1ccc(Br)cc1)C1CN(S(=O)(=O)c2ccccc2)CCN1S(=O)(=O)c1ccccc1 (stereo not given)
-0.2%	-4%	O=C(NCCc1ccccc1)C1CCCN(S(=O)(=O)c2cnc[nH]2)C1 (stereo not given)
-1.8%	7%	O=C(CSc1nnc(-c2cccnc2)n1CCc1ccccc1)N1CCCCC1
-2.1%	-1%	O=C(CC1(C(F)(F)F)NN=C(c2ccccc2)S1)c1ccccc1 (stereo not given)
9.7%	.	CCOC(=O)CNC(=O)c1sc2ncnc(N3CCc4ccccc4C3)c2c1C
5.7%	-18%	O=C(COc1ccc(Br)cc1)Nc1ccc(-c2nnc(-c3ccco3)o2)cc1
-3.0%	5%	Cc1cc(OCC(O)CN2CCN(Cc3ccccc3)CC2)cc(C)c1Cl (stereo not given)
-3.9%	0%	COc1ccc(NC(=O)C(=O)NCC2CCCO2)cc1 (stereo not given)
0.3%	2%	CCc1cc(=O)oc2cc(C)cc(OC(C)C(C)=O)c12 (stereo not given)
-1.5%	-9%	CCCCCn1c(CN2CCN(c3cccc(Cl)c3)CC2)nc2c1c(=O)n(C)c(=O)n2C
-1.1%	3%	COc1ccc(/C=C/C(=O)c2ccc3c(c2)OCCO3)cc1[N+](=O)[O-]
0.0%	.	Nc1nnc(-c2ccccc2)s1
1.4%	-20%	Cn1c(SCC(=O)NCc2cccs2)nnc1-c1ccncc1
-48%	-1%	CN(C)c1nc(N)nc(CSc2nc3cc(Cl)ccc3o2)n1
-2.3%	6%	CCc1ccccc1NC(=O)CC1Nc2cc(C)c(C)cc2NC1=O (stereo not given)
-0.4%	4%	CCOc1ccccc1NC(=O)c1c(NC(=O)c2ccccc2Cl)sc2c1CCCCC2
0.1%	-7%	CC1=C(NCCc2ccccc2)CCC1=O
0.0%	2%	CN(c1ccccc1)C(c1ccc(F)cc1)c1nnnn1CC1CCCO1 (stereo not given)
-0.6%	-8%	CCn1c(=O)c(C(=O)CN2CC(C)OC(C)C2)c(N)n(Cc2ccccc2)c1=O (stereo not given)
0.3%	.	COc1ccccc1/C=C/C(=O)N1CCOCC1
-0.8%	-4%	N#Cc1c2c(c(N3CCN(CCO)CC3)n3c1nc1ccccc13)CCCC2
5.5%	-13%	O=C(O)CSc1nnc(-c2ccccc2)o1
0.2%	-10%	COc1ccc(NC(=O)C2CCCNC2)cc1OCC(C)C (stereo not given)
